# Insulin prom inh – TRM-6 insulin promoter activity inhibition; inhibition, % at 2 µM; TRM-6 cells (human fetal islet line), insulin promoter-eGFP reporter, imaging; reporter expression induced with tamoxifen; AID 1273; 130,000 tested, 0.9% active;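 active means inhibition above the mean plus 3 SD, with well images judged a real hit on visual review, cut at about 60% in these data, passing the limit was not always enough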
# SDO1 yeast rescue – restores growth of sdo1-depleted yeast; S. cerevisiae sdo1-depleted JHY4D growth rescue, OD600 30 h; active compounds read high; pdr5 snq2 efflux-pump mutant strain; z-score at 10 µM; 140,000 tested, 0.21% active; AID 817;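 active means z-score above 3 at both the 24 hr and the 30 hr optical density reads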;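 further: z-score against mean and SD of all compound wells on the same plate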
# SDO1 yeast rescue Rescue 24 h – also measured in SDO1 yeast rescue; calls as there; z-score; S. cerevisiae sdo1-depleted JHY4D growth rescue, OD600; measured here: growth rescue at 24 h;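 0 is the plate mean of compound wells and units are plate SD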
# Active calls of the source: *; x = not tested or not shown. An excerpt; count on the stated rates, not on these rows.
SMILES,Insulin prom inh,SDO1 yeast rescue,SDO1 yeast rescue Rescue 24 h
CSc1ccc(/C=N/NC(=O)CN2CCN(Cc3ccccc3Cl)CC2)cc1,x,-0.02,-0.19
Cc1ccc(C(=O)Nc2ccc3c(c2)OCO3)o1,-42,0.86,0.46
CCSC1=NCCN1S(=O)(=O)c1ccc(Cl)cc1,-14,x,x
COc1ccc(C)cc1NC(=O)C(OC(=O)c1cccc(S(=O)(=O)N(C)c2ccccc2)c1)c1ccccc1 (configuration not stated),-44,0.52,1.3
Cn1c(C(=O)NCCCN2CCCCC2)cc2sccc21,x,0.56,0.57
CC1(C)OC(=O)N(CC(=O)Nc2cccc(C(F)(F)F)c2)C1(C)O (configuration not stated),27,x,x
Cc1n[nH]c(=O)nc1NCCN(C)C,x,1.8,2.9
COc1ccc(C(=O)NNC(=O)CSc2nnc(COc3ccccc3OC)n2C)cc1,-40,0.88,0.45
COc1ccc(CC(=O)Nc2ccc(-c3nc4cc(C)ccc4o3)c(O)c2)cc1OC,-38,0.07,1.4
O=S(=O)(N1CCCCC1)N1CCN(c2ccccc2F)CC1,-68,0.14,-0.11
CCOC(=O)C(C)Oc1cccc2c(=O)n(CC(=O)NCc3ccco3)ccc12 (configuration not stated),x,0.88,0.37
COc1ccc(OC)c(C2=NOC(C(=O)N3CCCc4ccccc43)C2)c1 (configuration not stated),6,-1.2,-1.4
CCOC(=O)c1c(NC(=O)Cn2nc(C(F)F)cc2C(F)F)sc(C)c1C,-46,-1.4,-1.7
Cc1c(C(=O)NCCSCc2c(Cl)cccc2Cl)cccc1[N+](=O)[O-],3,-0.89,-0.36
CCOC(=O)C1CCN(CC(=O)Nc2c(C(=O)OC)[nH]c3ccccc23)CC1,-33,-0.31,-0.59
CC(C)(C)NC(=O)c1cc(F)c(F)cc1Cl,23,0.43,-0.27
C=CCNC(=S)/N=c1\sccn1C,-15,0.17,1.1
Cc1c(NC(=O)CSc2cccc3cccnc23)c(=O)n(-c2ccccc2)n1C,-9,0.23,0.67
O=C(Nc1ccc(O)c2c(=O)cc(-c3ccccc3Cl)oc12)c1cccc(Cl)c1,-59,-0.24,2
CN(C)c1ccc(NC2=C([N+](=O)[O-])CS(=O)(=O)C2)cc1,6,0.95,0.05

# Single records (already shown):
# `O=S(=O)(N1CCCCC1)N1CCN(c2ccccc2F)CC1` is listed as Insulin prom inh = -68; SDO1 yeast rescue = 0.14; SDO1 yeast rescue Rescue 24 h = -0.11
# `CCOC(=O)C1CCN(CC(=O)Nc2c(C(=O)OC)[nH]c3ccccc23)CC1` is listed as Insulin prom inh = -33; SDO1 yeast rescue = -0.31; SDO1 yeast rescue Rescue 24 h = -0.59

# Arranged by the number under Insulin prom inh (descending): 3 of the compounds above
SMILES,Insulin prom inh,SDO1 yeast rescue,SDO1 yeast rescue Rescue 24 h
Cc1c(C(=O)NCCSCc2c(Cl)cccc2Cl)cccc1[N+](=O)[O-],3,-0.89,-0.36
CCSC1=NCCN1S(=O)(=O)c1ccc(Cl)cc1,-14,x,x
O=C(Nc1ccc(O)c2c(=O)cc(-c3ccccc3Cl)oc12)c1cccc(Cl)c1,-59,-0.24,2

# Back to the main list, starting four compounds before the break.
SMILES,Insulin prom inh,SDO1 yeast rescue,SDO1 yeast rescue Rescue 24 h
C=CCNC(=S)/N=c1\sccn1C,-15,0.17,1.1
Cc1c(NC(=O)CSc2cccc3cccnc23)c(=O)n(-c2ccccc2)n1C,-9,0.23,0.67
O=C(Nc1ccc(O)c2c(=O)cc(-c3ccccc3Cl)oc12)c1cccc(Cl)c1,-59,-0.24,2
CN(C)c1ccc(NC2=C([N+](=O)[O-])CS(=O)(=O)C2)cc1,6,0.95,0.05
CCN(CC)S(=O)(=O)c1ccc(NC(=O)c2ccc(NS(C)(=O)=O)cc2)cc1,-7,0.67,0.74
Nc1c2c(nc3sc4c(c13)CCCCC4)CCCCC2,12,0.09,0.08
COc1ccc(/C=N/NC(=O)c2c([N+](=O)[O-])c(C)nn2C)cc1,45,0.95,-0.44
O=C(N/N=C/c1ccco1)c1ccccn1,x,0.11,0.09
O=C(CNC(=O)c1ccc(Br)cc1)NCCc1nc2ccccc2[nH]1,41,2.8,3.1
COc1ccc(OC)c(Nc2cc(C)nc3ccccc23)c1,x,-0.11,-1.1
Cc1nn(-c2ccccc2)c(Cl)c1/C=N/Nc1nc2ccccc2[nH]1,29,-1.6,-1.6
CNC(=O)Cn1ncc2c(C)n(Cc3ccc(C)cc3)c(C)c2c1=O,-19,-0.87,-1.1
O=C(c1cc2c(s1)CCCC2)N1CCN(C(=O)C2CCCO2)CC1 (configuration not stated),-126,0.06,-0.9
COc1ccc(OCCNS(=O)(=O)c2ccc3oc4ccccc4c3c2)cc1,-15,-1.4,-0.03
CCN(CC)c1ccc(C=C2C(=O)OC3(CCCC3)OC2=O)cc1,-14,-0.71,-1.1
CC1(C)CC(=O)C2=C(C1)NC(=O)NC2c1ccccc1 (configuration not stated),17,x,x
O=C(N/N=C1/CCCc2ccccc21)c1cc([N+](=O)[O-])cc([N+](=O)[O-])c1,30,x,x
O=C(COc1ccccc1[N+](=O)[O-])N/N=C/c1ccccn1,-24,-0.09,-0.25
CCOc1ccc(OCc2cccc(C(=O)N3CCCCCC3)c2)cc1,-29,x,x
Cc1ccc(/C=c2/sc3n(c2=O)CCCN=3)o1,44,-0.63,-0.96
O=S(=O)(c1ccc(S(=O)(=O)n2cnc3ccccc32)cc1)N1CCCCCC1,x,1.8,1.4
CCC(C)NC(=O)COC(=O)c1cccnc1Nc1ccccc1F (configuration not stated),-3,-0.24,-0.34
Cn1c2c(c(=O)n(C)c1=O)C(NC(=O)C(C)(C)C)(C(F)(F)F)C(=O)N2 (configuration not stated),31,0.12,-0.36
O=C(COc1ccccc1Cl)NNC(=O)C1CCCO1 (configuration not stated),23,-0.05,-0.55
O=C(Cc1ccccc1)NCCc1ccc(Cl)cc1Cl,-21,0.03,0.02
CC1(C)C(C#N)=C(N)OC2=C1C(=O)CCC2,x,1.3,0.76
Cc1nnc2ccc(-c3cccc(NC(=O)c4ccc(Cl)nc4)c3)nn12,-8,x,x
Cc1ccc(C(=O)NCC(=O)OCc2csc(-c3ccccc3)n2)cc1,x,0.22,0.43
CCOC(=O)C(N)CSC1CC(=O)N(c2ccc(C(=O)OC)cc2)C1=O (configuration not stated),x,0.43,0.29
CCC(C)NC(=O)NC(=O)N(C1CCCCC1)S(C)(=O)=O (configuration not stated),54,0.76,-0.54
O=C(CN(C(=O)C1CSC(=O)C1)c1cccc(F)c1)NC1CCCC1 (configuration not stated),9,x,x
COc1ccc(C2Nc3ccccc3C(=O)N2Cc2ccco2)cc1COc1ccc(NC(C)=O)cc1 (configuration not stated),-9,0.05,0.26
Cc1ccc2c(ccn3cc4c(c(=O)n(C)c(=O)n4C)c23)c1,-5,x,x
O=C(O)CCSc1nnc(-c2ccncc2)n1-c1ccccc1,12,1.2,1.8
CCCn1nc2cc(C(=O)NC3CCc4ccccc43)ccc2c1OCC (configuration not stated),30,0.93,2.2
CN(C)C(CNC(=O)c1cc(S(=O)(=O)N(C)c2ccccc2)ccc1Cl)c1cccs1 (configuration not stated),-93,x,x
NC(=O)c1sc(=S)n(-c2ccc(Br)cc2)c1N,x,1.3,0.16
O=C(COC(=O)CNC(=O)c1ccccc1)Nc1cccc(Br)c1,x,1.2,1.2
Nc1nc(CC(=O)CSc2ccc(Cl)cc2)nc(Nc2ccc(F)cc2)n1,3,0.14,1.4
C/C(N)=C(/C#N)C(=O)COC(=O)c1cc2c(s1)CCC(C)C2 (configuration not stated),18,x,x
CCCCCCC1CC(CSC(=N)N)OC1=O (configuration not stated),-52,0.09,-1.2
COC(=O)/C=c1/s/c(=C(/C#N)C(=O)N2CCOCC2)n(-c2ccccc2)c1=O,13,0.68,0.37
COc1ccc(C2C(C#N)=C(N)N(c3sc4c(c3C#N)CCCC4)C3=C2C(=O)CC(C)(C)C3)cc1OC (configuration not stated),-8,0.67,0.07
CC1CCc2c(C(=O)OCC(=O)Nc3cccc(S(=O)(=O)N4CCCCCC4)c3)csc2C1 (configuration not stated),-25,0.58,2.1
Fc1ccc(CNc2nc3ccccc3n3cnnc23)cc1,x,-0.79,-0.47
Nc1nc(SCC(=O)N2CCc3ccccc3C2)[nH]c(=O)c1-c1ccccc1,75*,0.24,1.9
CCOC(=O)N1CCC(N2CC34C=CC(O3)C(C(=O)Nc3ccc(C(C)C)cc3)C4C2=O)CC1 (configuration not stated),x,1.1,2.1
CCC1(C)OC(=O)N2CCc3c(C)[nH]c4c(C)ccc(c34)C21C (configuration not stated),x,-2,-1
COc1ccc(NS(=O)(=O)c2cccc(-c3nnc(-c4ccccc4)o3)c2)cc1,-207,-1.1,-0.89
CS(=O)(=O)N(CC(=O)Nc1ccccc1C(=O)N1CCOCC1)c1ccccc1,-252,0.76,0.17
CC(NC(=O)Cn1cc(C(F)(F)F)ccc1=O)c1ccc(F)cc1 (configuration not stated),0,x,x
Cc1ccccc1N(CC(=O)NCCSc1ccccn1)S(=O)(=O)c1ccccc1,0,x,x
Cc1ccc2c(Cl)c(C(=O)Nc3cccnc3)sc2c1,0,-0.04,-0.01
CCOc1cc(S(=O)(=O)NCCc2ccccc2C)c(OCC)cc1-n1cnnn1,-3,-0.04,0.41
COC(=O)C(C)N(C#N)c1nc(NC(C)C)nc(SC)n1 (configuration not stated),11,0.4,0.6
Clc1ccc(Br)cc1-c1nc(-c2cccnc2)no1,6,x,x
CCC1(C)Cc2c(sc3c2c(=O)n(-c2ccccc2)c(=O)n3C)CO1 (configuration not stated),49,-0.22,-0.17
CCN(CC)S(=O)(=O)c1ccc(OC)c(NC(=O)c2cccc([N+](=O)[O-])c2C)c1,67,x,x
Cc1ccc(-c2c(=O)n(OCc3ccccn3)c3ccccc3[n+]2[O-])cc1,-20,2,2.5
N#Cc1nc(COc2ccccc2)oc1N1CCN(c2cccc(Cl)c2)CC1,38,-0.31,1.4
Cc1ccc(C(=O)CCC(=O)O)cc1,-5,2,2.3
CS(=O)(=O)Nc1ccc(C2=NN(S(=O)(=O)c3ccccc3)C(c3cccs3)C2)cc1 (configuration not stated),-115,x,x
CCCCC(CC(O)COCCC)c1n[nH]c(=S)n1-c1ccccc1 (configuration not stated),22,x,x
COc1ccccc1/C=N/N(C(C)=O)c1nc(-c2ccc(F)cc2)cs1,x,0.16,0.97

# (continued)
SMILES,Insulin prom inh,SDO1 yeast rescue,SDO1 yeast rescue Rescue 24 h
COC(=O)c1ccc(COc2nc(C)cc(C)c2C#N)o1,-228,0.29,0.26
COc1cc(C(=O)N/N=C/c2sc(=O)n(-c3ccccc3)c2Cl)cc(OC)c1OC,x,-0.57,-0.76
COc1ccc(C(=O)O)cc1S(=O)(=O)Nc1cccc(C(F)(F)F)c1,35,1,0.42
O=c1c2ccsc2ncn1Cc1cccc(C(F)(F)F)c1,-77,-0.25,-0.16
COC(=O)CCn1nc(-c2ccc(C)cc2)c2ccccc2c1=O,-100,x,x
COC(=O)c1sc2nc3c(c(-c4cccs4)c2c1N)CCCC3,14,-0.48,-0.04
Nc1ccn([C@H]2CC[C@@H](CO)O2)c(=O)n1,-20,x,x
O=C(O)c1cc(CN2CCOCC2)oc1-c1ccccc1,-200,1.1,1.5
COC(=O)c1cc2sc(Cl)cc2n1CC(=O)NCCC(C)C,-9,0.53,0.45
O=C(CSc1nc2[nH]ncc2c(=O)n1-c1ccccc1)NCCc1ccccc1,-51,x,x
Cc1cc(-c2ccco2)c(C#N)c2nc3ccccc3n12,-19,-2.7,-2
O=C(NC1CCCC1)c1ccc(CNc2c(N3CCOCC3)c(=O)c2=O)cc1,x,1.5,1.9
Cc1cc(C)n(CC(=O)N/N=C/c2cccs2)n1,-3,-0.01,-0.72
Cc1cc(N2CCCC2)ccc1/C=N/n1cnnc1,0,0.32,0.29
CC(C)n1c(Sc2nccn2C)nc2c1c(=O)n(C)c(=O)n2C,x,0.23,-0.35
CC1CCN(CC(=O)N2CC(=O)Nc3ccccc32)CC1,52,-0.13,-0.52
COc1ccc(CCNc2nc(=O)[nH]nc2C)cc1OC,50,1.2,0.99
O=C(NCc1ccc(Cl)cc1)C1CCN(S(=O)(=O)N2CCOCC2)CC1,-14,x,x
CC(C)OC(=O)CC12CN3CC(CC(=O)OC(C)C)(CN(C1)C(=O)c1ccccc1C3=O)C2=O,-6,-0.05,0.32
CCCn1c(CCC(=O)Nc2ccccc2Cc2ccccc2)nc2cc(S(=O)(=O)N3CCOCC3)ccc21,-100,0.89,0.99
CCSc1nnc(-c2ccc(S(=O)(=O)NCc3cccs3)cc2)o1,x,-1.1,-0.75
O=C(Nc1ccc(Cl)c(S(=O)(=O)N2CCOCC2)c1)c1ccc2c(c1)OCCO2,0,x,x
COc1ccccc1OCCCOc1c(Cl)cc(C)cc1Cl,-13,0.17,-0.27

# Source: PubChem (several laboratories)
